GLP-1R agonist: GLP-1 receptor (human) agonism | AID 624172 | Potency, µM (highest dose often 45.6 µM), for inactives: at the top dose activation, most hits filed as activators | P43220 | HEK293 GLP-1R CRE-luciferase, luminescence, 4-6 h; cells express a hypersensitive GLP-1R form | hit rate 0.007% among 380,000; note: % of control where 0% means no effect
Target sequence (P43220 whole entry, looked up): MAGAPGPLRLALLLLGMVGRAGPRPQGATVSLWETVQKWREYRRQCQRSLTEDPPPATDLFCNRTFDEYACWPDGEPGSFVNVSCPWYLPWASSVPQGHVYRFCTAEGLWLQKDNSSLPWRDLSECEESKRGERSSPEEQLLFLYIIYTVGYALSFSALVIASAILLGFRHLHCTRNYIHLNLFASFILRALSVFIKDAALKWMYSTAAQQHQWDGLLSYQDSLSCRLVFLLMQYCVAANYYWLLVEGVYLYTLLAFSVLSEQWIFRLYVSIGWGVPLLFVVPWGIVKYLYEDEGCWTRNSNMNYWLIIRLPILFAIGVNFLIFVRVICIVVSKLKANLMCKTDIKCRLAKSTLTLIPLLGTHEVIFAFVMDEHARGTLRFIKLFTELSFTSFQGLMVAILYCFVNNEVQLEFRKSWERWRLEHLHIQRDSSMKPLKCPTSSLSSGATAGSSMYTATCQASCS
SW480 rerep: inducers of DNA re-replication in SW480 colon cancer cells | SW480 DNA re-replication, Hoechst DNA content imaging, 48 h | Potency, µM (titrated, usually from 46.1 µM), inactives show at the top dose re-replication activation, hits mostly activators | hit rate 1.8% among 340,000 | AID 624297; note: % of control where 0% means no effect; nearly all actives have a fitted effect of over 55% in size
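250 cells/well; 23 nL cpd via pin tool; 48 hr, 37 C, 5% CO2; Hoechst 40 min; imager read of total nuclear intensity, ex 405/em 500-530 nm.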
An asterisk follows results filed as active; ? = inconclusive; / = no result given; & = joins results of further samples; [ ] = remark or other dose. Calls come from the whole dose curve; as a rule, active = well fitted activation curve with a large enough effect; inconclusive = small, poorly fitted or top-dose-only effect; inactive = no such curve, though single readings can be large or run the other way. Potency is the fitted concentration of half-maximal effect. These rows are one share of the data; the hit share may differ from the screen's.

SMILES	GLP-1R agonist	SW480 rerep
CN1CC(O)c2cc(N=NC(N)=O)c(O)cc21 (centres undefined)	4%	/
O=C(Nc1ccc(/C=C/c2ccc(NC(=O)c3cc(S(=O)(=O)O)c4cccnc4c3O)cc2S(=O)(=O)O)c(S(=O)(=O)O)c1)c1cc(S(=O)(=O)O)c2cccnc2c1O	-1%	/
CC(CC(c1ccccc1)c1ccccc1)NC(C)(C)C (centres undefined)	1%	/
Cn1cnc2c(F)c(Nc3ccc(Br)cc3Cl)c(C(=O)NOCCO)cc21	-4%	/
CCCCCCCCCCCCCCCC(=O)OC[C@@H](NC(=O)C(Cl)Cl)[C@H](O)c1ccc([N+](=O)[O-])cc1	-3%	/
O=C(O)CNC(=O)CNC(=O)CNC(=O)CSC(=O)c1ccccc1	8%	/
NCC1O[C@@H](O[C@@H]2C(O)[C@H](O[C@H]3OC(CO)C(O)C(N)C3O)[C@@H](N)C[C@H]2N)C(N)C(O)C1O (some centres undefined)	2%	/
CC(=O)OC1CCC2(C)C(=CCC3C2CCC2(C)C(C(C)=O)CCC32)C1 (centres undefined)	6%	/
CC(=O)Nc1ccn(C2COC(COC(=O)c3ccccc3)O2)c(=O)n1 (centres undefined)	8%	/
O=C(Oc1ccccc1)c1ccccc1O	1%	/
Cc1cc(-n2c(=O)[nH]c(=O)n(C)c2=O)ccc1Oc1ccc(S(=O)(=O)C(F)(F)F)cc1	-4%	/
CC1CN(c2cc3c(cc2F)c(=O)c(C(=O)O)cn3-c2ccc(F)cc2F)CCN1 (centres undefined)	-2%	/
CN(C(=O)CO)c1c(I)c(C(=O)NCC(O)CO)c(I)c(C(=O)NCC(O)CO)c1I (centres undefined)	-6%	/
C[C@H]1C[C@@H]2[C@H]([C@@H](O)C[C@@]3(C)[C@H]2CC[C@]3(O)C(=O)COC(=O)CCC(=O)O)[C@@]2(C)C=CC(=O)C=C12	24%	/
CC(=O)OCC(=O)[C@@]1(O)[C@H](C)C[C@H]2C3C[C@H](F)C4=CC(=O)C=CC4(C)C3[C@@H](O)CC21C (some centres undefined)	-4%	/
C[C@H]1NCc2cc(-c3ccc4c(=O)c(C(=O)O)cn(C5CC5)c4c3OC(F)F)ccc21	-2%	/
CO[C@@]1(NC(=O)CSC[C@@H](N)C(=O)O)C(=O)N2C(C(=O)O)=C(CSc3nnnn3C)CS[C@@H]21	-2%	/
COc1cc2c(N3CCN(C(=O)Nc4ccc(OC(C)C)cc4)CC3)ncnc2cc1OCCCN1CCCCC1	15%	/
CCCCCCCCCCCCCCCC(=O)O[C@H]1[C@@H](O)[C@@H](O)[C@@H]([C@H](NC(=O)[C@@H]2C[C@@H](CCC)CN2C)[C@H](C)Cl)O[C@@H]1SC	-1%	/
O=C(COCCOCCOCC(=O)Nc1c(I)cc(I)c(C(=O)O)c1I)Nc1c(I)cc(I)c(C(=O)O)c1I	-3%	/
CCN(CCO)CCn1c(Cc2ccccc2)nc2c1c(=O)n(C)c(=O)n2C	8%	/
Oc1ccc(CCNCCCCCCNCCc2ccccc2)cc1O	?	/
COCC1=C(C(=O)OC(C)OC(=O)OC(C)C)N2C(=O)C(NC(=O)/C(=N\OC)c3csc(N)n3)C2SC1 (centres undefined)	-6%	/
O.O=C([O-])CC([S-])C(=O)[O-].[Au+].[Na+].[Na+] (centres undefined)	-7%	/
O=C1O[C@H]2[C@@H](OC(O)[C@@H]2O)[C@H]1O (some centres undefined)	-4%	/

(listing goes on)
SMILES	GLP-1R agonist	SW480 rerep
CCCCCCCCCCCCCCCCCC(=O)[O][Al]	-4%	/
O=C(CCCN1CCN(c2ccc(F)cc2)CC1)NC1c2ccccc2CSc2ccccc21 (centres undefined)	7%	/
CCCCCCCCCCCCCCCCCC(=O)OCCO	6%	/
Cc1ccc(Nc2nccc(N(C)c3ccc4c(C)n(C)nc4c3)n2)cc1S(N)(=O)=O	-4%	/
CC(=O)O[C@]1(C(=O)CO)[C@@H](C)C[C@H]2[C@@H]3CCC4=CC(=O)C=C[C@]4(C)[C@@]3(F)[C@@H](O)C[C@]21C	5%	/
C[C@@H]1C[C@H](OC(=O)[C@@H](O)c2ccccc2)CC(C)(C)N1C	6%[19.8 µM]	/
CSCCC(NC(=O)[C@H](Cc1c[nH]c2ccccc12)NC(=O)CNC(=O)[C@H](CCSC)NC(=O)[C@H](Cc1ccc(OS(=O)(=O)O)cc1)NC(=O)[C@@H](N)CC(=O)O)C(=O)N[C@@H](CC(=O)O)C(=O)N[C@@H](Cc1ccccc1)C(N)=O (some centres undefined)	30%	/
Cc1nnc(C(C)C)n1C1C[C@H]2CC[C@@H](C1)N2CC[C@H](NC(=O)C1CCC(F)(F)CC1)c1ccccc1 (some centres undefined)	-2%	/
O=C(OCC1(COC(=O)c2cccnc2)CCCC(COC(=O)c2cccnc2)(COC(=O)c2cccnc2)C1O)c1cccnc1	-2%	/
CC(C)(S)C(=O)NC(CS)C(=O)O (centres undefined)	0%	/
CNC(=O)c1ccccc1Sc1ccc2c(/C=C/c3ccccn3)n[nH]c2c1	14%	/
CC1CC2C3CCC4=CC(=O)C=C[C@@]4(C)[C@]3(F)C(O)C[C@]2(C)[C@]1(O)C(=O)COP(=O)(O)O (some centres undefined)	-1%	/
CC1NC(=O)C(N)CNC(=O)C(C2CCN=C(N)N2)NC(=O)/C(=C/NC(N)=O)NC(=O)C(CNC(=O)CC(N)CCCN)NC1=O (centres undefined)	0%[24.2 µM]	/
Nc1ccc(N)c([N+](=O)[O-])c1	1%[96 µM]	/
CCC(C)C1OC2(C=CC1C)CC1CC(C/C=C(/C)C(OC3CC(OC)C(OC4CC(OC)C(NC(C)=O)C(C)O4)C(C)O3)C(C)/C=C\C=C3\COC4C(O)C(C)=CC(C(=O)O1)C34O)O2 (centres undefined)	-1%	/
O=C1OC2C(O)C(O)OC2C1O (centres undefined)	2%	/
CC(NC(CCc1ccccc1)C(=O)O)C(=O)N1CCCC1C(=O)O (centres undefined)	-1%	/
CC(=O)Oc1ccc(C2(c3ccc(OC(C)=O)cc3)Oc3ccccc3NC2=O)cc1	5%	/
Oc1cccc(-c2c3nc(c(-c4cccc(O)c4)c4ccc([nH]4)c(-c4cccc(O)c4)c4nc(c(-c5cccc(O)c5)c5ccc2[nH]5)CC4)C=C3)c1	-5%&-11%	/
Cc1c(C)c2c(c(C)c1OC(=O)CCC(=O)OCCO)CC[C@](C)(CCC[C@H](C)CCC[C@H](C)CCCC(C)C)O2	3%	/
CCC(C)(C)OC(=O)N[C@@H](Cc1c[nH]c2ccccc12)C(=O)N[C@@H](CCSC)C(=O)N[C@@H](CC(=O)O)C(=O)N[C@@H](Cc1ccccc1)C(N)=O	-1%	/
CC(=O)SCC(CC(=O)c1ccc(C)cc1)C(=O)O (centres undefined)	-2%	/
CC(C)C(C)(C)C(C)(C)C(C)(C)S	-6%[96 µM]	/
CCCCCC(O)/C=C/C=O (centres undefined)	-5%	/
CC(NN)c1ccccc1 (centres undefined)	-4%	/

No new results follow: entries from further up.
SMILES	GLP-1R agonist	SW480 rerep
CN1CC(O)c2cc(N=NC(N)=O)c(O)cc21 (centres undefined)	4%	/
O=C(Nc1ccc(/C=C/c2ccc(NC(=O)c3cc(S(=O)(=O)O)c4cccnc4c3O)cc2S(=O)(=O)O)c(S(=O)(=O)O)c1)c1cc(S(=O)(=O)O)c2cccnc2c1O	-1%	/
CC(CC(c1ccccc1)c1ccccc1)NC(C)(C)C (centres undefined)	1%	/
Cn1cnc2c(F)c(Nc3ccc(Br)cc3Cl)c(C(=O)NOCCO)cc21	-4%	/
CCCCCCCCCCCCCCCC(=O)OC[C@@H](NC(=O)C(Cl)Cl)[C@H](O)c1ccc([N+](=O)[O-])cc1	-3%	/
O=C(O)CNC(=O)CNC(=O)CNC(=O)CSC(=O)c1ccccc1	8%	/
NCC1O[C@@H](O[C@@H]2C(O)[C@H](O[C@H]3OC(CO)C(O)C(N)C3O)[C@@H](N)C[C@H]2N)C(N)C(O)C1O (some centres undefined)	2%	/
CC(=O)OC1CCC2(C)C(=CCC3C2CCC2(C)C(C(C)=O)CCC32)C1 (centres undefined)	6%	/
CC(=O)Nc1ccn(C2COC(COC(=O)c3ccccc3)O2)c(=O)n1 (centres undefined)	8%	/
O=C(Oc1ccccc1)c1ccccc1O	1%	/
Cc1cc(-n2c(=O)[nH]c(=O)n(C)c2=O)ccc1Oc1ccc(S(=O)(=O)C(F)(F)F)cc1	-4%	/
CC1CN(c2cc3c(cc2F)c(=O)c(C(=O)O)cn3-c2ccc(F)cc2F)CCN1 (centres undefined)	-2%	/
CN(C(=O)CO)c1c(I)c(C(=O)NCC(O)CO)c(I)c(C(=O)NCC(O)CO)c1I (centres undefined)	-6%	/
C[C@H]1C[C@@H]2[C@H]([C@@H](O)C[C@@]3(C)[C@H]2CC[C@]3(O)C(=O)COC(=O)CCC(=O)O)[C@@]2(C)C=CC(=O)C=C12	24%	/
CC(=O)OCC(=O)[C@@]1(O)[C@H](C)C[C@H]2C3C[C@H](F)C4=CC(=O)C=CC4(C)C3[C@@H](O)CC21C (some centres undefined)	-4%	/

The main list resumes; the 3 compounds before the break are reprinted first.
SMILES	GLP-1R agonist	SW480 rerep
CC(C)C(C)(C)C(C)(C)C(C)(C)S	-6%[96 µM]	/
CCCCCC(O)/C=C/C=O (centres undefined)	-5%	/
CC(NN)c1ccccc1 (centres undefined)	-4%	/
C[C@H](CN1CCCC1)C(=O)c1ccc(C(F)(F)F)cc1	?	/
CC1(C)S[C@@H]2[C@H](NC(=O)C(C(=O)Oc3ccc4c(c3)CCC4)c3ccccc3)C(=O)N2[C@H]1C(=O)O (some centres undefined)	-6%	/
CO[C@H]1[C@@H](O)[C@H](N)[C@@H](O[C@H]2O[C@@H]([C@H](C)N)CC[C@H]2N)[C@H](O)[C@@H]1N(C)C(=O)CN	-2%	/
CC(=O)N(CC(O)CO)c1c(I)c(C(=O)NCCO)c(I)c(C(=O)NCC(O)CO)c1I (centres undefined)	8%	/
COC[C@@H](c1ccc(C(F)(F)F)cc1)N1CCN(C2(C)CCN(C(=O)c3c(C)ncnc3C)CC2)C[C@@H]1C	-4%	/
CCCCNc1ccc(C(=O)OCCN(CC)CC)cc1	2%	/
CC12C=CC(=O)C=C1CCC1C2C(O)CC2(C)C1CCC2(O)C(=O)COC(=O)CCC(=O)O (centres undefined)	-2%	/
C=C[C@]1(C)C[C@@H](OC(=O)CO)[C@]2(C)C(C)CC[C@]3(CCC(=O)[C@H]32)[C@@H](C)[C@@H]1O (some centres undefined)	0%	/
CC(C)C[C@@H](NC(=O)[C@@H](COC(C)(C)C)NC(=O)[C@H](Cc1ccc(O)cc1)NC(=O)[C@@H](CO)NC(=O)[C@@H](Cc1c[nH]c2ccccc12)NC(=O)[C@@H](Cc1cnc[nH]1)NC(=O)[C@@H]1CCC(=O)N1)C(=O)N[C@H](CCCN=C(N)N)C(=O)N1CCC[C@H]1C(=O)NNC(N)=O	-1%	/
CCOC(=O)c1c(C)[nH]c(C2=NNC(=Nc3cccc(Cl)c3)SC2)c1C	/	21µM*
CCOc1ccccc1N/C(=N/c1nc(C)cc(C)n1)NC(=O)Nc1ccc(Cl)c(Cl)c1	/	?
CC(C)CC(=O)N1CC(C)N(C(=O)CC(C)C)CC1C (centres undefined)	/	2%
CCCCC[C@H](O)/C=C/[C@H]1C=CC(=O)[C@@H]1C/C=C\CCCC(=O)O	/	-1%
C[C@@H]1NC(=O)c2cc([N+](=O)[O-])cc(I)c2OCC[C@@H](C(N)=O)NC(=O)[C@H](CCC(=O)O)NC1=O	/	1%
COc1ccc(/C=N/NC(=S)Nc2ccccc2)cc1COc1ccccc1F	/	9%
O=[N+]([O-])c1ccc(C2Oc3ccccc3C3CC(c4ccccc4)=NN32)s1 (centres undefined)	/	23µM*
CCOC(=O)CCc1c(C)c2ccc(OCc3cc([N+](=O)[O-])ccc3OC)c(C)c2oc1=O	/	-7%
O=C1N=C(N2CCCC2)S/C1=C\c1cn[nH]c1-c1ccccc1	/	-2%
CC(C)Cn1c(-c2ccco2)nc2c(c(=O)c3ccccc3n2C)c1=O	/	-6%
Cn1c(N)c(C(=O)COC(=O)c2cc(-c3ccco3)nc3ccccc23)c(=O)n(Cc2ccccc2)c1=O	/	3%
COC(=O)C/C=C/[C@@H](C)[C@@H](/C=N/OC[C@H]1O[C@H](c2ccccc2)C=C[C@@H]1Oc1ccc(OC)cc1)OC	/	5%
CCN1CCN(C(=O)N[C@@H](C(=O)N[C@@H]2C(=O)N3[C@@H]2SC(C)(C)[C@@H]3C(=O)O)c2ccccc2)C(=O)C1=O	/	-3%
